SMN2 splice enh = qHTS Assay for Enhancers of SMN2 Splice Variant Expression; HEK293 SMN2-luciferase splicing reporter, luminescence, 30-36 h; Potency, µM (highest dose often 46.1 µM), for the others: at the top dose activity change, positive = activation, hits mostly activators; 210,000 tested, 2.8% active; further: % of control where 0% means no effect; nearly all actives have a fitted effect of over 55% in size
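HEK293 cells carry an SMN2 minigene-luciferase reporter in which exon 7 inclusion puts luciferase in frame. Cells were seeded at 2000 cells/well, attached for 10-12 hours, then exposed to compounds for 30-36 hours at 37C before ONE-Glo luminescence.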
Tau fibril FP = qHTS for Inhibitors of Tau Fibril Formation, Fluorescence Polarization; Microtubule-associated protein tau (Homo sapiens), P10636; K18 P301L tau heparin fibrillization, Alexa594 FP, 6 h; Potency, µM (titrated, usually from 57.7 µM), inactives show at the top dose activity, negative = inhibition, usual class: inhibitors; 280,000 tested, 0.39% active; further: on the % scale 0 is the no-effect control and ±100 the full control effect; nearly all actives have a fitted effect of over 55% in size
Target sequence (P10636 561-689 P618L limits assumed): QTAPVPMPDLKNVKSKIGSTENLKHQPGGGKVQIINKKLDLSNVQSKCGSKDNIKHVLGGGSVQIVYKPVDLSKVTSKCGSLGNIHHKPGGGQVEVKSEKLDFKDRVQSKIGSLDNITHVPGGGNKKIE
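Steps: dispense K18 P301L tau (15 uM plus 0.24 uM Alexa 594 tracer, final) in pH 7 sodium acetate; add compound; add heparin (20 uM final); incubate 6 hr, 37 C; add ThT (30 uM final); after 1 hr ambient, read FP.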
ALDH1A1 block = qHTS Assay for Inhibitors of Aldehyde Dehydrogenase 1 (ALDH1A1); 220,000 tested, 7.3% active; Aldehyde dehydrogenase 1A1 (Homo sapiens), P00352; Purified ALDH1A1, NADH fluorescence, propionaldehyde substrate; AID 1030, 2008; Potency, µM (series often up to 75.3 µM), without a hit: top-dose activity, negative = inhibition, usual class: inhibitors; active means well fitted inhibition curve with a large enough effect, not every such curve was filed as active; inconclusive means small, poorly fitted or top-dose-only effect, or another doubt; inactive means no such curve, though single readings can be large or run the other way;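 further: plate controls were no enzyme wells and a reference inhibitor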
Target sequence (P00352 whole entry, looked up): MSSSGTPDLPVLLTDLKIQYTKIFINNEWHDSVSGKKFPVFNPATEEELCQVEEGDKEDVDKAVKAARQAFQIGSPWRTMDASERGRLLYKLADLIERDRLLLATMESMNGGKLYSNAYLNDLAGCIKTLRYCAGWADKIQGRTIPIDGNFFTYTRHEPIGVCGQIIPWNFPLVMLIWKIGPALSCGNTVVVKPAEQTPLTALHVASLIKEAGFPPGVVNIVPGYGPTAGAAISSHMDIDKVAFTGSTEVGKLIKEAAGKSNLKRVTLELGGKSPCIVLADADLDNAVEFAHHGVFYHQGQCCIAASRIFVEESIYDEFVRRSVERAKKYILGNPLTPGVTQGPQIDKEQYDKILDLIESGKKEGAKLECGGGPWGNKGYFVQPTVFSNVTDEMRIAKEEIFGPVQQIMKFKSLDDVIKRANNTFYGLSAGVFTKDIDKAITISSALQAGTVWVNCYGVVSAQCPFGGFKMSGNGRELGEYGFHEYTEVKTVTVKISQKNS
Tau ThT inhib = qHTS for Inhibitors of Tau Fibril Formation, Thioflavin T Binding; recombinant tau K18 P301L, heparin-induced fibrillization, ThT fluorescence; Potency, µM (top dose mostly 57.4 µM), for the others: at the top dose activity, negative = inhibition, usual class: inhibitors; 270,000 tested, 2.1% active; AID 1460, 2008; further: on the % scale 0 is the no-effect control and ±100 the full control effect; nearly all actives have a fitted effect of over 55% in size
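In this qHTS, human K18 P301L tau is incubated with compound and heparin for 6 hr at 37 C, and Thioflavin T fluorescence then reports fibril load.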
HTT cytoprotect = qHTS Multiplex Assay to Identify Dual Action Probes in a Cell Model of Huntington: Cytoprotection (ATP); 230,000 tested, 0.14% active; AID 1471, 2008; PC12 HTT-Q103 induced, cytoprotection, ATP luminescence, 40 h; Potency, µM (highest dose often 56.4 µM), for the others: cytoprotection (ATP increase), usual class: activators;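 further: % of control where 0% means no effect; nearly all actives have a fitted effect of over 45% in size; toxic huntingtin expression switched on by the ecdysone agonist tebufenozide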
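PC12 cells stably carrying ecdysone-inducible Htt exon 1 (Q103)–GFP were induced with 100 nM tebufenozide (final) alongside library compounds in a dose series. Cytoprotection was scored as retained ATP by ATPlite luminescence.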
HTT aggregate = qHTS Multiplex Assay to Identify Dual Action Probes in a Cell Model of Huntington: Aggregate Formation (GFP). 220,000 tested, 1.1% active. PC12 HttQ103-GFP aggregates, Acumen cytometry, 40 h. AID 1688, 2009. Potency, µM (series often up to 46.1 µM), without a hit: top-dose activity change, negative = inhibition, usual class: inhibitors; further: on the % scale 0 is the no-effect control and ±100 the full control effect; nearly all actives have a fitted effect of over 60% in size
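Ecdysone-promoter PC12 model expressing HTT exon 1 Q103 fused to GFP, induced by tebufenozide at 100 nM final. Compounds titrated; aggregates sized 1–25 µm scored on a 488 nm laser cytometer.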
Tau fluor cs = Counterscreen qHTS for Inhibitors of Tau Fibril Formation, Fluorescence Polarization. Potency, µM (doses to about 57.7 µM), inactives show at the highest dose activity change, negative = decrease. 280,000 tested, 0.93% active. tau K18 P301L (four-repeat tau fragment) Alexa594 fluorescence, heparin fibrillization; further: on the % scale 0 is the no-effect control and ±100 the full control effect; nearly all actives have a fitted effect of over 55% in size
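Human K18 P301L tau (15 uM unlabeled plus 0.24 uM Alexa 594-labeled, final) in 100 mM sodium acetate pH 7 was mixed with compound and 20 uM heparin and incubated 6 hr at 37 C.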
KDM4E inh = qHTS Assay for Inhibitors of Human Jumonji Domain Containing 2E (JMJD2E); Potency, µM (doses to about 57.1 µM), inactives show top-dose activity change, negative = inhibition, hits mostly inhibitors; JMJD2E catalytic domain, FDH-coupled NADH fluorescence (FDH is formaldehyde dehydrogenase); 230,000 tested, 1.6% active; AID 2147, 2009; active means well fitted inhibition curve with a large enough effect, not every such curve was filed as active; inconclusive means small, poorly fitted or top-dose-only effect, or another doubt; inactive means no such curve, though single readings can be large or run the other way;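 further: 0% = wells with enzyme and -100% = buffer wells without enzyme; nearly all actives have a fitted effect of over 50% in size; many of its hits are not listed in these tables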
Target sequence (B2RXH2 1-337 limits assumed): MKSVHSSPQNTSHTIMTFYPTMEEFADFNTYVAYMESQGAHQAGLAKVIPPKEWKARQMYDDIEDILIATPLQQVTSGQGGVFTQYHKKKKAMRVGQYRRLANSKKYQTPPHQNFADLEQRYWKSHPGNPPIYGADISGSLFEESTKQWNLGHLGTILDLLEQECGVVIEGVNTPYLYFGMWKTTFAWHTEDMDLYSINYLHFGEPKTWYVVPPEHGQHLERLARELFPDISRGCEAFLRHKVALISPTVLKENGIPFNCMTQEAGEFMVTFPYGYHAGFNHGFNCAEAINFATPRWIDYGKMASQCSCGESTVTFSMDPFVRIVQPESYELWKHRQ
Active calls of the source: *; ? = inconclusive; . = no result given; [ ] = remark or other dose. Unless noted, the call rests on the fitted dose curve; in most records, active means well fitted curve in the direction sought with a large enough effect; inconclusive means small, poorly fitted or top-dose-only effect, or another doubt; inactive means no such curve, though single readings can be large; an effect the other way counts as inactive or inconclusive. Potency means the concentration at half of the fitted maximal effect. A portion of the library (hit frequency here may not be typical).

[1] CSc1ccc(-c2nc(CSCC(=O)NCCCN3CCOCC3)c(C)o2)cc1
[2] CCn1c(COc2ccccc2C)nnc1SCC(=O)Nc1cc(C)on1
[3] Cc1cccc(NC(=O)c2ccc(N(Cc3ccccc3)S(C)(=O)=O)cc2)c1
[4] O=S1(=O)C=CC(Nc2cccc(Cl)c2)C1 (stereo not given)
[5] COC(=O)Cc1ccc(NC(=O)c2ccc(NC(=O)c3ccco3)cc2)cc1
[6] COc1cccc(-n2c(SCC(=O)NC3CCCCC3)nc3n[nH]c(C)c3c2=N)c1
[7] O=S(=O)(NCc1ccccc1)NCc1ccccc1
[8] CCc1nnc(NC(=O)CSc2ccc(-c3ccc(F)cc3)nn2)s1
screen / no.	1	2	3	4	5	6	7	8
SMN2 splice enh	-11%	1%	0%	25%	-45%[inhibitor]	?	-2%	?
Tau fibril FP	11%	3%	-13%	0%	-14%	-2%	10%	-7%
ALDH1A1 block	?	13%	.	7%	?	20µM*	1%	-3%
Tau ThT inhib	-5%	4%	4%	1%	-1%	?	-2%	?
HTT cytoprotect	-17%	-18%[10 µM]	.	3%[10 µM]	-26%	-113%[inhibitor]	5%	-38%
HTT aggregate	18%[9.22 µM]	16%	.	-20%	-22%	?	-5%	12%[9.22 µM]
Tau fluor cs	2%	2%	?	-3%	-14%	?	2%	-7%
KDM4E inh	?	2%	.	9%	?	?	7%	-8%

Arranged by value in Tau fibril FP (rising): 3 of the compounds above
| cpd | molecule | Tau fibril FP | ALDH1A1 block | Tau ThT inhib | HTT aggregate | KDM4E inh |
| --- | --- | --- | --- | --- | --- | --- |
| 3 | Cc1cccc(NC(=O)c2ccc(N(Cc3ccccc3)S(C)(=O)=O)cc2)c1 | -13% | . | 4% | . | . |
| 6 | COc1cccc(-n2c(SCC(=O)NC3CCCCC3)nc3n[nH]c(C)c3c2=N)c1 | -2% | 20µM* | ? | ? | ? |
| 7 | O=S(=O)(NCc1ccccc1)NCc1ccccc1 | 10% | 1% | -2% | -5% | 7% |

(list continues)
[9] Cc1cc(-c2nnc3n2N=C(c2ccc(-c4ccccc4)cc2)CS3)n[nH]1
[10] CSc1nn2c(C(F)(F)F)cc(C(F)(F)F)nc2c1C(=O)O
[11] Cc1nc(N2CCOCC2)c2nc(-c3ccccc3)n(CCN3CCCCC3)c2n1
[12] O=C(Nc1ccccc1-c1ccccc1)NC1CC2CCCC(C1)N2Cc1ccc(F)cc1 (stereo not given)
[13] O=C(C1=NN[C@@H]2C(=O)N(c3cccc(F)c3)C(=O)[C@H]12)c1ccc2ccccc2n1
[14] S=c1[nH]nc(COc2cccc(Cl)c2)n1Cc1ccccc1
[15] COc1ccc(C2CC(c3cc(Br)ccc3F)n3nnnc3N2)cc1 (stereo not given)
[16] c1ccc(-c2ncc(CSc3nncn3-c3ccccc3)s2)cc1
screen / no.	9	10	11	12	13	14	15	16
SMN2 splice enh	.	.	-3%	-53%[inhibitor]	23%	-2%	-8%	-55%[inhibitor]
Tau fibril FP	-2%	-5%	5%	0%	1%	-1%	6%	1%
ALDH1A1 block	?	.	?	-14%	?	-8%	?	?
Tau ThT inhib	-10%	?	1%	-1%	-12%	-6%	-4%	-17%
HTT cytoprotect	-8%	14%[10 µM]	-56%[inhibitor]	-19%[10 µM]	1%[10 µM]	20%[10 µM]	-7%	4%
HTT aggregate	7%	1%[9.22 µM]	.	1%[9.22 µM]	20%	1%	5%	5%[9.22 µM]
Tau fluor cs	-16%	-11%	1%	-4%	-6%	-16%	-1%	-12%
KDM4E inh	-9%	-6%	?	-8%	-16%	1%	-5%	2%

[17] Cc1cc[n+]2n1CC(O)C2 (stereo not given)
[18] Cc1c(Cl)cccc1NC(=O)CNc1cccc(S(=O)(=O)N(C)C)c1
[19] O=C(c1ccc(F)cc1)C1CCN(S(=O)(=O)c2ccccc2)CC1
[20] COC(=O)c1cccc(-n2c(C)cc(C=O)c2C)c1C
[21] CCc1ccc(C2=NN(S(C)(=O)=O)C(c3cccs3)C2)cc1 (stereo not given)
[22] O=C(CN1C(=O)CCC1=O)NCC12CC3CC(CC(C3)C1)C2
[23] Cc1ccc(OCC(=O)N/N=C/C=C/c2ccco2)cc1
[24] Cc1ccc(-c2nnn(CC(=O)NCc3ccccc3)n2)c(-n2cnnn2)c1
screen / no.	17	18	19	20	21	22	23	24
SMN2 splice enh	.	-21%	.	21%	10µM*	-19%	-1%	-11%
Tau fibril FP	11%	-4%	8%	3%	-2%	0%	-7%	-8%
ALDH1A1 block	.	-36%	?	0.63µM*	20µM*	1.1µM*	?	?
Tau ThT inhib	-5%	6%	-8%	-2%	-10%	1%	?	-7%
HTT cytoprotect	13%[10 µM]	1%[10 µM]	13%[10 µM]	11%[10 µM]	-24%	-4%	-11%	9%[10 µM]
HTT aggregate	-15%[9.22 µM]	16%	9%[9.22 µM]	24%	10%[9.22 µM]	29%	33%	-3%
Tau fluor cs	5%	-5%	-16%	0%	-18%	8%	-14%	-10%
KDM4E inh	-1%	-1%	-2%	0%	3%	10%	-7%	10%

[25] CCn1c(COc2cccc(C)c2C)nnc1SCC(=O)N1CCN(c2ccc(OC)cc2)CC1
[26] CCC(=O)N(CCN1CCOCC1)Cc1cc2cc3c(cc2nc1Cl)OCO3
[27] Cn1c(CSc2nc3ccccc3n2C)nc2ccccc21
[28] COc1ccc(N(CC(=O)Nc2cccc(C)c2C)S(=O)(=O)c2c(C)[nH]c(=O)[nH]c2=O)cc1
[29] CCOc1ccc(C(=O)N2CCN(c3ccccc3)CC2)cc1OCC
[30] CC(C)CCN1C(=O)c2ccccc2CC1(C)C(=O)NC1CCC(C)CC1 (stereo not given)
[31] CN(Cc1cc(Br)cc(Br)c1N)C1CCCCC1
[32] O=C(O)c1ccc(N/N=C/c2ccc(C(F)(F)F)cc2)cc1
screen / no.	25	26	27	28	29	30	31	32
SMN2 splice enh	-43%[inhibitor]	.	-13%	.	12%	1%	-12%	-55%[inhibitor]
Tau fibril FP	0%	-2%[2.34 µM]	3%	2%	1%	-8%	-3%	?
ALDH1A1 block	-9%	-9%	2%	.	-1%	.	2%	?
Tau ThT inhib	?	-7%	-14%	-7%	-15%	4%	-11%	?
HTT cytoprotect	5%	12%[10 µM]	-11%	-12%[10 µM]	9%[10 µM]	.	-60%[inhibitor]	7%[10 µM]
HTT aggregate	-18%	7%[9.22 µM]	7%	15%[9.22 µM]	0%	.	?	20%
Tau fluor cs	-10%	-8%	-10%	-17%	-3%	0%	-18%	-30%
KDM4E inh	3%	-4%	1%	4%	7%	.	0%	-13%

[33] COC(=O)c1ccc(NC(=O)COC(=O)c2cccc3c(=O)c(C)c(-c4ccccc4)oc23)cc1
[34] N/C(CSc1ncccc1C(F)(F)F)=N\O
[35] COc1ccc(CCn2c(=N)c(C(=O)NCc3ccco3)cc3c(=O)n4cccc(C)c4nc32)cc1
[36] COc1cccc(-c2nc(S(=O)(=O)c3ccc(C)cc3)c(N3CCCCCC3)o2)c1
[37] C=CCn1c(Br)nc2c1c(=O)[nH]c(=O)n2C
[38] Cc1ccc(S(=O)(=O)/N=S(/C)c2ccccc2)cc1 (stereo not given)
[39] Cc1cc(C)c(S(=O)(=O)N(CC(=O)O)CC(=O)O)c(C)c1
[40] CCOc1ccc(C(CCc2ccccc2)NC(=O)c2ccccc2)cc1OCC (stereo not given)
screen / no.	33	34	35	36	37	38	39	40
SMN2 splice enh	.	.	-19%	?	-13%	-11%	-11%	?
Tau fibril FP	?	0%	-6%	10%	-8%	1%	-2%	-4%
ALDH1A1 block	13%	9%	?	.	6%	-5%	6%	-7%
Tau ThT inhib	-17%	-5%	?	-10%	-11%	-6%	2%	-14%
HTT cytoprotect	-3%[10 µM]	31%[10 µM]	-14%	.	7%[1.9 µM]	7%	2%	6%
HTT aggregate	4%	9%[9.22 µM]	10%	.	-20%	1%	2%	6%
Tau fluor cs	?	-6%	-7%	-19%	-7%	-4%	-6%	-14%
KDM4E inh	-3%	2%	?	.	-8%	-6%	-7%	-2%

[41] CCCCC(CC)C(=O)NCCCN1CCN(CCCNC(=O)C(CC)CCCC)CC1 (stereo not given)
[42] COc1ccc(/C=C(/CC(=O)Nc2ccccc2)c2nc3ccccc3s2)cc1
[43] Oc1ccc(N=Nc2n[nH]c(-c3ccccc3)n2)cc1
[44] CCOC(=O)c1nnc(-c2ccccc2)[nH]c1=O
[45] O=C(NCCN1CCN(c2ccccc2)CC1)C1CCN(S(=O)(=O)N2CCOCC2)CC1
[46] C=CCOC(=O)C1=C(C)Nc2ncnn2C1c1cc(Br)ccc1F (stereo not given)
[47] Cc1cc([N+](=O)[O-])c(C)cc1-c1ccc(/C=N/NC(=O)c2cccnc2)o1
screen / no.	41	42	43	44	45	46	47
SMN2 splice enh	-10%	-22%	?	10%	-28%	-6%	10%
Tau fibril FP	4%	-3%	-5%	-2%	4%	5%	?
ALDH1A1 block	0%	0%	?	8%	5%	-10%	-16%
Tau ThT inhib	-7%	?	2.5µM*	-4%	-16%	4%	7.1µM*
HTT cytoprotect	1%	0%[10 µM]	-20%[10 µM]	-17%	-20%	2%	-17%[10 µM]
HTT aggregate	15%[9.22 µM]	8%	-18%	6%	-4%	-8%	-5%
Tau fluor cs	3%	?	-27%	3%	1%	-3%	?
KDM4E inh	-3%	118%[activator]	-2%	0%	3%	?	-17%

Screening results (PubChem BioAssay)
